PV pol inh – poliovirus RNA polymerase inhibition; poliovirus polymerase elongation, fluorescence polarization; active compounds read low; % elongation, % (compound at 16.7 µg/mL); actives 0.66% (n = 150,000); AID 588519; in the data active = % elongation below about 90%; note: some results filed as inactive read as strong as hits
Target sequence (P03300 1749-2209 limits assumed): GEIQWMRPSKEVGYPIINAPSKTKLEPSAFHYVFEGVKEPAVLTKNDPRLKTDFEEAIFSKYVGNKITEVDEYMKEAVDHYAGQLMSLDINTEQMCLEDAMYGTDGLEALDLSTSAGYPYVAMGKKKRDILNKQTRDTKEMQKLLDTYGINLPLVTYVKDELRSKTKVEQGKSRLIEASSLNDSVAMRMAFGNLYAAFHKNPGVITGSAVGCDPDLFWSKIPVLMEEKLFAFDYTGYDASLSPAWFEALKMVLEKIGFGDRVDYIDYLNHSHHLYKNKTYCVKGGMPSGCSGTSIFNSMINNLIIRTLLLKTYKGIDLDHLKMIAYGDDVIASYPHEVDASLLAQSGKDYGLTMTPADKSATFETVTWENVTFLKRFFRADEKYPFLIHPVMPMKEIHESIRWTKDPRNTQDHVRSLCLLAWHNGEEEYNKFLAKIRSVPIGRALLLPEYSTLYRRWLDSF
PV pol inh FP z-score – second read-out of PV pol inh, no call of its own (marks repeat the call); z-score; measured here: FP z-score; hits read low
Starred values were filed as active, the others as inactive. These rows are one share of the data, so the mix of outcomes need not match the whole.

SMILES | PV pol inh | PV pol inh FP z-score
CCCCC1=NN2C(=N)/C(=C\c3cccn3-c3ccc(OC)c(Cl)c3)C(=O)N=C2S1 | 101 | 0.1
CC(=O)c1ccc(NC(=O)c2ccc(CN3C(=O)CCn4nc(C)cc43)cc2)cc1 | 109 | 0.3
COc1ccc(OC)c(CN2CCN(S(=O)(=O)c3ccccc3)CC2)c1 | 107 | 0.7
CC(C)(C)NC(=O)N1CCN(c2cc(C(F)(F)F)ccn2)CC1 | 101 | -0.3
O=C1CN(C(=O)c2ccc3c(c2)OCO3)c2ccccc2N1 | 103 | 0
CNC(=S)N1CCc2ccccc2C1 | 101 | 0.1
Cc1cc2c(cc3c(SCC(=O)Nc4cccc(Cl)c4C)nnc(C)n32)o1 | 104 | -0.6
Cc1ccc(C)c(NC(=O)CSc2nc(=O)n(CCN(C)C)c3c2CCC3)c1 | 105 | -0.3
CCOC(=O)N1CCC(NC(=O)CSc2cc(C)nc3c(-c4ccccc4OC)c(C)nn23)CC1 | 103 | 0.2
CC(C)NC(=O)C1CC(=O)N(Cc2ccccc2)C1 (stereo not given) | 105 | 0.2
O=S1(=O)CCC(N(S(=O)(=O)c2ccc(F)cc2)S(=O)(=O)c2ccc(Cl)cc2)C1 (stereo not given) | 105 | 0.2
Cc1nn(CC(=O)O)c2c1C1C(C2)C1(C)C (stereo not given) | 102 | 0
Cc1cccc(OCC(=O)Nc2c(C)ccc3nsnc23)c1C | 102 | -0.5
CCOc1ccc2nc(N3CCN(C(=O)c4ccc5c(c4)CCCC5)CC3)sc2c1 | 105 | -0.5
COc1ccc(NC(=O)C(Cc2ccccc2)n2cccc2)c(OC)c1 (stereo not given) | 104 | -0.2
COc1ccc(NC(=O)Nc2ccc(OC)c(OC3CCCC3)c2)cc1OC1CCCC1 | 102 | -0.4
O=C(Cn1cc(S(=O)(=O)Cc2cccc(Cl)c2)c2ccccc21)Nc1ccccc1Cl | 102 | -0.7
COc1ccccc1-c1nn2c(C)nnc2s1 | 102 | 0.1
O=C(Nc1ccc2c(c1)ncn2C1CCCCC1)c1cc2ccccc2o1 | 101 | -0.4
COc1nc(C)[nH]c(=O)c1N | 108 | 0.8
C/C(Cc1nc2ccccc2[nH]1)=N/NC(=O)c1ccccc1 | 104 | 1.1
Cc1nn(C)cc1CN1CCN(C(=S)NCCc2ccccc2)CC1 | 101 | 0.4
COc1ccc2c(c1)c1c(c(=O)n(Cc3ccccc3)c(=O)n1C)n2C | 106 | 1.7
C=CCn1c(SCC(=O)O)nnc1-c1ccc2c(c1)OCO2 | 104 | 0.6
CCOC(=O)c1ccc2c(c1)C(=O)N(C1CCCCC1)C2=O | 103 | 0.3
COC(=O)CN1C(=O)c2ccc(C(=O)OC)cc2C1=O | 101 | 0
O=C(C1CCN(S(=O)(=O)c2cccc3nsnc23)CC1)N1CCN(c2ccccc2Cl)CC1 | 100 | -0.2
Cc1cccc(NCc2c(C#N)c3ccccc3n2C)c1 | 107 | 0.6
Clc1ccc2nc(N3CCc4ccccc43)c3nncn3c2c1 | 101 | -0.3
O=C(c1cc(F)c(F)cc1Cl)N1CCN(c2ncccn2)CC1 | 104 | 1.1
FC(F)(F)C1(C(F)(F)F)N=C2C=CC=CN2C(c2ccccc2)=N1 | 103 | 0.7
CC(=O)c1cc(-c2ccccc2)n(CCC(=O)NCCc2ccccc2)c1C | 100 | -0.7
Cn1c(=O)[nH]c2c(nc(-c3ccccc3)n2C)c1=O | 109 | 0.8
COc1cc2c(cc1OC)C(COc1cc(C)cc(C)c1)N(C(=O)Cc1cccs1)CC2 (stereo not given) | 100 | -0.8
COCCCn1c(OC(=O)N(C)C)c(C)c(C)nc1=S | 103 | 0.3
Cc1ccc(C(=O)Nc2c3c(nn2-c2ccccc2)CSC3)cc1 | 99 | -0.5
CN(C)c1ccc(C(=O)OCc2cc(=O)oc3cc(O)ccc23)cc1 | 102 | -0.7
CCCCN(C)CCNC(=O)c1c(C)oc2ncnc(N3CCOCC3)c12 | 107 | 0
CN(C)c1ccc(C=Nc2nonc2-c2ccccc2)cc1 | 100 | -0.1
C/C=C/c1c(F)c(F)c(Oc2ccc(OC)cc2)c(F)c1F | 103 | 0.6
O=C(c1ccc2c(c1)N(Cc1ccccc1)C(=O)c1ccccc1S2(=O)=O)N1CCOCC1 | 106 | 0.1
Cc1ccc(OCCn2cc(/C=C3/C(=O)Nc4cc(Cl)ccc43)c3ccccc32)cc1C | 68 | -7.5
Nc1ccccc1C1C(=O)CSC1=O (stereo not given) | 103 | 0.5
O=C(NCCN1CCOCC1)c1ccc2c(c1)CCN2S(=O)(=O)c1ccc(Br)cc1 | 101 | -0.3
O=S1(=O)C=C(Nc2ccccc2)CC1 | 100 | 0.1
COC(=O)c1ccc(NC(=O)COC(=O)c2cc3ccccc3o2)cc1 | 106 | 0.4
O=C(CN1CCN(c2cccc(Cl)c2)CC1)c1ccc(Cl)cc1 | 101 | 0
CCOc1cccc(CC(=O)NCc2ccc3c(c2)CCN3C(C)=O)c1OCC | 110 | 0.7
O=C(Cc1ccc(Cl)cc1)NCC(c1cccs1)S(=O)(=O)c1ccc(F)cc1 (stereo not given) | 107 | 0
O=S(=O)(NCc1ccccc1Cl)c1ccc(N2CCCCS2(=O)=O)cc1 | 104 | -0.3

Later entries.
SMILES | PV pol inh | PV pol inh FP z-score
Oc1ccc(Nc2nc(N3CCOCC3)c3ccccc3n2)cc1 | 101 | 0
Cc1cc(OC(=O)c2ccccc2)n[nH]1 | 105 | 0.1
CCOC(=O)C1=C(C)NC(SCC(=O)O)=NC1c1ccccc1 (stereo not given) | 107 | 0.3
O=c1c(-c2cc(Br)cc3c2OCOC3)coc2ccccc12 | 107 | 0.3
O=C1Nc2ccccc2/C1=N/c1sc2c(c1C(=O)NCCc1ccccc1)CCCC2 | 101 | -0.2
O=S1(=O)C=C(N2CCOCC2)CC1 | 102 | 0.1
COc1ccc(O)c(C2SCC(=O)N2Cc2ccccc2)c1 (stereo not given) | 102 | -0.3
CCn1cc(C(=O)N2CCN(c3ccc(OC)cc3)CC2)c(=O)c2cc(S(=O)(=O)N3CCOCC3)ccc21 | 101 | -0.7
Cc1ccc(C(C)(C)C)c(OCCC#N)c1 | 98 | -0.3
COc1ccc(-c2noc(CSc3nnc(-c4ccncc4)n3-c3ccc(C)c(C)c3)n2)cc1 | 111 | 1.3
COc1ccc(OC)c(NC(=O)CSc2ccc(-c3cccs3)nn2)c1 | 104 | -0.6
CC(Nc1ncnc2ccccc12)c1ccccc1 (stereo not given) | 105 | 0.2
CN1CCN(C(=O)c2cn(-c3ccccc3)nc2-c2cccnc2)CC1 | 100 | -0.5
Cc1cccc(N2C(=O)CSC23C(=O)N(Cc2cccc(F)c2)c2ccccc23)c1 (stereo not given) | 105 | -0.1
CC(=O)Nc1nnc(-c2c(-c3c(Cl)cccc3Cl)noc2C)o1 | 96 | -0.9
O=C(CCSCc1ccccc1Cl)NC1CCCCC1 | 102 | 0.2
COc1ccc(S(=O)(=O)NCC(c2ccco2)N2CCOCC2)cc1 (stereo not given) | 103 | -0.8
COc1ccc2c(C=Nc3ccccc3)c(O)n(C)c(=O)c2c1 | 102 | -0.4
c1cnc(SCc2csc(-c3ccc4c(c3)OCO4)n2)nc1 | 102 | -0.1
COc1ccc(C(=O)N/N=C2/SCC(=O)N2C)c(OC)c1 | 102 | 0
C1CCC(Nc2nc(N3CCOCC3)nc(N3CCOCC3)n2)CC1 | 103 | 0.2
CCc1cc2c(N3CCN(CC)CC3)nc(C)nc2s1 | 101 | -0.2
COc1ccc(-c2nn(CN3CCOCC3)c(=S)n2C2CCCCC2)cc1 | 103 | 0.1
Cc1onc(-c2ccccc2)c1C(=O)O | 104 | 0.6
Cc1ccc(O)c(CCc2ccc(O)cc2)n1 | 97 | -0.8

Single records (already shown). Values in the order: PV pol inh, PV pol inh FP z-score
COc1ccc(O)c(C2SCC(=O)N2Cc2ccccc2)c1 (stereo not given) is entered as 102, -0.3
CCn1cc(C(=O)N2CCN(c3ccc(OC)cc3)CC2)c(=O)c2cc(S(=O)(=O)N3CCOCC3)ccc21 is entered as 101, -0.7
O=C1Nc2ccccc2/C1=N/c1sc2c(c1C(=O)NCCc1ccccc1)CCCC2 is entered as 101, -0.2
Cc1onc(-c2ccccc2)c1C(=O)O is entered as 104, 0.6
CC(=O)Nc1nnc(-c2c(-c3c(Cl)cccc3Cl)noc2C)o1 is entered as 96, -0.9

Next results follow:
SMILES | PV pol inh | PV pol inh FP z-score
O=C(O)c1ccc2ccccc2c1Br | 102 | -0.8
Cc1ccc(S(=O)(=O)N2C(=O)CCC2C(=O)N(Cc2nc(-c3ccccc3)no2)C(C)C)cc1 (stereo not given) | 100 | -0.1
OC1CCCN(C2CCN(CCc3ccccc3)CC2)C1 (stereo not given) | 99 | -0.6
COC(=O)c1ccc(OCCOc2ccc(C(=O)OC)cc2)cc1 | 103 | 0.7
Cc1ccc(CN2C(=O)c3ccccc3Sc3ccc(C(=O)N4CCOCC4)cc32)cc1 | 112 | 0.6
O=C(CSc1nnc(-c2c[nH]c3ccccc23)n1CC1CCCO1)c1ccc(Cl)s1 (stereo not given) | 117 | 1.6
Cc1ccc(S(=O)(=O)N(CCC#N)c2ccc(Br)cc2)cc1 | 101 | -0.1
CCN(CC)CCN=Cc1c(O)n(-c2ccccc2C)c(=O)[nH]c1=O | 102 | 0.2
Cc1cc(F)ccc1S(=O)(=O)NCC1CC2CCC1C2 (stereo not given) | 103 | 0.3
Cc1ccc(-n2cc(-c3ccccc3)nc2SCC(=O)NCCc2ccccc2)cc1 | 103 | 0.2
O=C(NCC(c1ccco1)S(=O)(=O)c1cccs1)c1ccccc1 (stereo not given) | 100 | -1.6
CC(C)c1ccc(NC(=O)[C@H]2O[C@@H]3OC(C)(C)O[C@@H]3[C@H]3OC(C)(C)O[C@H]32)cc1 | 109 | 0.4
CCCN1CCC(NC(C)CCCC(C)(C)O)CC1 (stereo not given) | 103 | 1.2
COc1ccccc1NC(=O)c1cc2c(-c3ccccc3)nn(-c3ccccc3)c2s1 | 105 | 0.2
COc1cccc(C(=O)NCCO)c1OC | 102 | 0.5
COc1ccc(Cl)cc1N(C(C)=O)c1nc(C)cc(C)c1C#N | 101 | -0.1
O=C(O)C(Cc1c[nH]c2ccccc12)N1C(=O)c2ccccc2C1=O (stereo not given) | 108 | 0.1
O=C(N/N=C/c1ccc(O)cc1)Nc1cccc2nsnc12 | 103 | 0.4
CCOc1ccccc1C(=O)NC(C(=O)NCc1ccco1)C(C)C (stereo not given) | 104 | 0.4
COc1ccc(NC(=O)OCC(F)(F)C(F)F)cc1 | 101 | -0.2
C=CCNC(=O)c1ccc(NS(=O)(=O)CC)cc1 | 102 | -0.1
CCOc1ccc(Nc2nc(Nc3ccc(OCC)cc3)nc(N3CCOCC3)n2)cc1 | 109 | 1.3
CC(=O)n1c(=O)sc2ccccc21 | 109 | 0.4
O=C(O)c1snc2c(=O)[nH]cnc12 | 106 | 1.4
CC1=CC(C)(C)N2C(=O)C3(OCCO3)c3cc(C)cc1c32 | 102 | 0.1

In another format: entries from further up
Cc1ccc(S(=O)(=O)N(CCC#N)c2ccc(Br)cc2)cc1
  PV pol inh: 101
  PV pol inh FP z-score: -0.1

CCN(CC)CCN=Cc1c(O)n(-c2ccccc2C)c(=O)[nH]c1=O
  PV pol inh: 102
  PV pol inh FP z-score: 0.2

Next section:
SMILES | PV pol inh | PV pol inh FP z-score
O=C(c1cccnc1Cl)N1N=C2/C(=C/c3ccco3)CCCC2C1c1ccco1 (stereo not given) | 97 | -0.3
N#Cc1cc2c(nc1SCC(=O)N1CCOCC1)CCC2 | 102 | 0.3
O=S(=O)(Nc1ccc(-c2ccc(N3CCCC3)nn2)cc1)c1cccc(C(F)(F)F)c1 | 99 | -1.5
CN(Cc1ccccc1)C(=O)CN(C)S(=O)(=O)c1ccc2c(c1)C(C)(C)C(=O)N2C | 102 | 0.1
CCNCc1ccc(OCC)c(OC)c1 | 106 | 0.4
COc1ccc(-c2nc(SC(CC(=O)NCCN3CCOCC3)c3ccc(OC)cc3)n[nH]2)cc1 (stereo not given) | 103 | 0.2
COC(=O)c1cn[nH]c1N | 101 | 0.3
Cn1cc(Br)c(-c2ccc(NC(=O)Nc3ccccc3)cc2)n1 | 101 | -0.4
COc1cc(OC)cc(N2C(=O)CSC23C(=O)Nc2ccccc23)c1 (stereo not given) | 106 | 0.1
Cc1ccc(Cl)cc1N1CCN(C(=O)CCCCCn2c(=O)[nH]c3ccccc3c2=O)CC1 | 103 | -0.5
O=C(CNC(=O)c1ccc(Cl)cc1)OCc1cc(=O)n2nc(C3CCCCC3)sc2n1 | 102 | -0.7
Cn1c(N2CCNCC2)nc2ccccc21 | 101 | -0.4
CC(C)(CSc1ccccn1)NS(=O)(=O)c1ccccc1 | 102 | 0.9
Cc1ccc(NC(=O)CC2(CC(=O)O)CCCC2)cc1 | 104 | 1.2
CC(C)=NNC(=S)NC1CC2CCC1C2 (stereo not given) | 99 | -0.5
Cc1ccc(NS(=O)(=O)c2cccc(C(=O)Nc3cc(C)on3)c2)cc1 | 106 | 0.2
CCCCc1nn2c(=O)cc(COC(=O)C(C)Oc3ccccc3)nc2s1 (stereo not given) | 110 | 0.9
Cc1nn(-c2ccccc2)c2c1-c1sc(C(=O)N3CCCC3)cc1CC2 | 101 | 0.3
CCOC(=O)c1ccc(N2C(=O)c3n[nH]c(-c4ccco4)c3C2c2ccc(O)cc2)cc1 (stereo not given) | 110 | 0.7
O=S(=O)(NCc1cc(F)cc2c1OCOC2)c1cccc2nonc12 | 100 | -0.5
Cc1sc(-c2cc3c([nH]c2=O)CC(c2ccccc2)CC3=O)nc1-c1ccc(Cl)cc1 (stereo not given) | 111 | 1.5
NC[C@@H]1O[C@H](O[C@@H]2[C@@H](CO)OC(O[C@@H]3[C@@H](O)[C@H](N)C[C@H](N)[C@H]3OC3O[C@H](CN)[C@@H](O)[C@H](O)[C@H]3N)[C@@H]2O)[C@H](N)[C@@H](O)[C@@H]1O (stereo not given in full) | 87* | -1.4*
NNC(=O)N/N=C/c1ccc(I)cc1 | 99 | -0.3
COc1cccc(NC(=O)Cn2c(=O)n(CCc3ccc(OC)c(OC)c3)c(=O)c3ccccc32)c1 | 105 | -1
O=C1CCN(c2ccccc2)N1CCOc1ccc(Cl)cc1Br | 101 | 0.2
COc1ccccc1CNC(=O)COc1ccc(-n2ccnc2)cc1 | 99 | -0.2
